Screening results (PubChem BioAssay)
NFkB binder: binders of NF-kB p50 subunit, primary screen, biochemical, small molecule microarray, anti-His fluorescence. anti-His fluorescence binding. calls only. 17,000 tested, 1.3% active. AID 624139, 2012;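 active = spot fluorescence over background significantly raised, with a chance value under 7% in all four replicate spots of the compound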;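 also: probe protein is his-tagged human p50 processed subunit at 1 µg/ml; raw spot fluorescence signals with no normalization applied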
Target sequence (P19838 1-433 limits assumed): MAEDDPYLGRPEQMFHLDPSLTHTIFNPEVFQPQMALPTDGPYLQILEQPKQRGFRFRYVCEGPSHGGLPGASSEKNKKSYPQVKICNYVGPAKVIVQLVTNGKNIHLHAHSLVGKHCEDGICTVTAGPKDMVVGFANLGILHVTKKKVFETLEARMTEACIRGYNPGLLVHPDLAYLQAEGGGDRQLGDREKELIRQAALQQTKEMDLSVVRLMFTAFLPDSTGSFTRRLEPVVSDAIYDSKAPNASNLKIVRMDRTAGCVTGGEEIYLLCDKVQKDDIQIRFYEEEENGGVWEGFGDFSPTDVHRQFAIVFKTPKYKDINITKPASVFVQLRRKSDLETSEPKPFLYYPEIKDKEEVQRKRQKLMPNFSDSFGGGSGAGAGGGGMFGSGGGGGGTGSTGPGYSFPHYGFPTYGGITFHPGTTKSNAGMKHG
Calls only; i = inactive; + = active, no number.

> O=C(CCc1ccc(O)cc1)c1c(O)c([C@@H]2O[C@H](CO)[C@@H](O)[C@H](O)[C@H]2O)c(O)c([C@@H]2O[C@H](CO)[C@@H](O)[C@H](O)[C@H]2O)c1O
  NFkB binder: i

> C[C@H](CO)N1C[C@H](C)[C@H](CN(C)C(=O)Nc2ccc(C(F)(F)F)cc2)Oc2c(cccc2N(C)C)C1=O
  NFkB binder: i

> O=C(Oc1ccc(N(Cc2ccco2)C2=NS(=O)(=O)c3ccccc32)cc1)c1ccco1
  NFkB binder: i

> C[C@@H]1CN([C@@H](C)CO)C(=O)c2cc(NS(=O)(=O)c3cccs3)ccc2O[C@@H]1CN(C)C
  NFkB binder: i

> C[C@@H]1CN([C@@H](C)CO)C(=O)Cc2cc(NC(=O)Nc3ccc4c(c3)OCO4)ccc2O[C@@H]1CN(C)C
  NFkB binder: i

> CC(=O)c1ccc(NC(=O)Cn2cnc3ccccc3c2=O)cc1
  NFkB binder: i

> C[C@@H]1CCCCO[C@@H](CN(C)C(=O)Nc2ccccc2)[C@@H](C)CN([C@@H](C)CO)C(=O)c2cc(NC(=O)Cc3ccccc3)ccc2O1
  NFkB binder: i

> COc1ccc(S(=O)(=O)N(C)C[C@@H]2Oc3ccc(NC(=O)Nc4ccc5c(c4)OCO5)cc3C(=O)N([C@@H](C)CO)C[C@@H]2C)cc1
  NFkB binder: i

> C[C@H]1CN([C@@H](C)CO)C(=O)c2cccc(NS(=O)(=O)c3cccs3)c2O[C@@H]1CN(C)Cc1ccc(Cl)c(Cl)c1
  NFkB binder: i

> C[C@@H]1CN([C@H](C)CO)C(=O)c2cc(NC(=O)C3CC3)ccc2O[C@H]1CN(C)S(=O)(=O)c1cn(C)cn1
  NFkB binder: i

> C[C@]12CCC3C4(C=CC5(C=C4C(=O)c4ccc(F)c(F)c4)C[C@@H](O)CC[C@]35C)C1CC[C@@]2(O)CN1CCC(C(N)=O)CC1 (some centres undefined)
  NFkB binder: i

> CNC[C@@H]1Oc2ccc(NC(=O)CCN3CCOCC3)cc2C(=O)N([C@H](C)CO)C[C@H]1C
  NFkB binder: i

> C[C@@H]1CN([C@H](C)CO)C(=O)c2cc(NC(=O)NC3CCCCC3)ccc2O[C@H]1CN(C)S(=O)(=O)c1ccc(Cl)cc1
  NFkB binder: i

> C[C@H]1CCCCO[C@H](CN(C)C)[C@@H](C)CN([C@@H](C)CO)C(=O)c2cc(NC(=O)CCC(F)(F)F)ccc2O1
  NFkB binder: i

> CC(=O)[C@@]12O[C@]3(COC[C@H](c4ccccc4)N3C1=O)[C@@H]1C(=O)N(c3ccccc3)C(=O)[C@@H]12
  NFkB binder: i

> Cc1c(NC(=O)CC#N)c(=O)n(-c2ccccc2)n1C
  NFkB binder: i

> Cc1noc(C)c1NC(=O)N(C)C[C@H]1Oc2ccc(NC(=O)Nc3ccc4c(c3)OCO4)cc2C(=O)N([C@H](C)CO)C[C@H]1C
  NFkB binder: i

> Cc1noc(C)c1NC(=O)N(C)C[C@@H]1Oc2c(NC(=O)c3ccc(-c4nccs4)cc3)cccc2C(=O)N([C@H](C)CO)C[C@@H]1C
  NFkB binder: i

> COc1ccc(N(CC(=O)Nc2cc(Cl)ccc2OC)S(C)(=O)=O)cc1
  NFkB binder: i

> CC(C)(O[C@@H]1O[C@H](CO)[C@@H](O)[C@H](O)[C@H]1O)[C@@H]1Oc2cc3oc(=O)ccc3cc2[C@H]1O
  NFkB binder: i

> CN1CCN(C(=O)C2=C[C@H](C3CC3)C[C@H](OCc3ccc(CO)cc3)O2)CC1
  NFkB binder: i

> C[C@H]1CCCCO[C@@H](CN(C)Cc2ccncc2)[C@@H](C)CN([C@@H](C)CO)C(=O)c2cc(NS(C)(=O)=O)ccc2O1
  NFkB binder: i

> Cc1noc(C)c1NC(=O)N(C)C[C@@H]1Oc2ccc(NC(=O)Nc3ccc4c(c3)OCO4)cc2CC(=O)N([C@H](C)CO)C[C@@H]1C
  NFkB binder: i

> OCCN(CCO)c1nc(-c2ccccc2)nc2sc(-c3ccccc3)cc12
  NFkB binder: i

> Cc1noc(C)c1S(=O)(=O)N(C)C[C@@H]1OCCCC[C@H](C)Oc2ccc(NS(C)(=O)=O)cc2C(=O)N([C@@H](C)CO)C[C@H]1C
  NFkB binder: i

> CCOC(=O)c1ccccc1NC(=O)c1ccc(Cl)c(S(=O)(=O)N2CCOCC2)c1
  NFkB binder: i

> O=C1O[C@H](c2ccccc2)[C@H](c2ccccc2)N2[C@H]1[C@@H](C(=O)N1CCCCCCC1)[C@]1(C(=O)Nc3ccc(C#CC4=CCCCC4)cc31)[C@H]2c1ccccc1OCCO
  NFkB binder: +

> CC(C)C(=O)Nc1ccccc1C(=O)OCc1cccc([N+](=O)[O-])c1
  NFkB binder: i

> C[C@@H]1CCCCO[C@@H](CN(C)Cc2ccc(C(=O)O)cc2)[C@@H](C)CN([C@H](C)CO)C(=O)c2cc(NC(=O)C3CCCCC3)ccc2O1
  NFkB binder: i

> C[C@@H]1CCCCO[C@H](CN(C)S(=O)(=O)c2ccccc2)[C@H](C)CN([C@H](C)CO)C(=O)c2cc(NC(=O)Nc3ccccc3)ccc2O1
  NFkB binder: i

> Cc1ccc(S(=O)(=O)N(C)CC(=O)Nc2cccc(C(F)(F)F)c2)cc1
  NFkB binder: i

> C[C@@H]1CN([C@@H](C)CO)C(=O)c2cccc(NC(=O)C3CCOCC3)c2O[C@@H]1CN(C)S(=O)(=O)c1cccs1
  NFkB binder: i

> C[C@H]1CN([C@@H](C)CO)C(=O)c2cccc(NC(=O)NC3CCCCC3)c2O[C@H]1CN(C)C(=O)Nc1ccc(F)cc1
  NFkB binder: i

> COc1ccc(CN(C)C[C@H]2Oc3ccc(NC(=O)Nc4cccc5ccccc45)cc3C(=O)N([C@H](C)CO)C[C@@H]2C)cc1
  NFkB binder: i

> COc1ccccc1-c1nc(SCC(=O)N2CCOCC2)n[nH]1
  NFkB binder: i

> COC(=O)c1c(NC(=O)C2CC(=O)NN2Cc2ccccc2)sc2c1CCC2 (centres undefined)
  NFkB binder: i

> C[C@@H]1CN([C@@H](C)CO)C(=O)CCCn2nncc2CO[C@H]1CN(C)Cc1ccc2c(c1)OCCN2C
  NFkB binder: i

> CCn1c(SCC(=O)Nc2ccccc2C)nc2ccccc2c1=O
  NFkB binder: i

> C[C@H](CO)N1C[C@H](C)[C@H](CN(C)S(=O)(=O)c2ccc(Cl)cc2)OCCCC[C@H](C)Oc2ccc(NS(C)(=O)=O)cc2C1=O
  NFkB binder: i

> C[C@H](CO)N1C[C@H](C)[C@@H](CN(C)S(C)(=O)=O)Oc2c(NC(=O)c3cnccn3)cccc2C1=O
  NFkB binder: i

> C[C@@H]1CN([C@H](C)CO)C(=O)Cc2cc(NC(=O)CCN3CCOCC3)ccc2O[C@@H]1CN(C)S(=O)(=O)c1cn(C)cn1
  NFkB binder: i

> C=C1C(=O)O[C@@H]2/C=C(/CO[C@@H]3O[C@H](CO)[C@@H](O)[C@H](O)[C@H]3O)CC/C=C3\C[C@H](OC3=O)[C@@H]12
  NFkB binder: i

> CCc1nc(SCC(=O)Nc2ccc(C)cc2)n[nH]1
  NFkB binder: i

> CC(C)NC(=O)N(C)C[C@@H]1Oc2ccc(NC(=O)C3CC3)cc2C(=O)N([C@@H](C)CO)C[C@H]1C
  NFkB binder: i

> COc1ccc(S(=O)(=O)N(C)C[C@H]2Oc3c(NS(=O)(=O)c4c(C)noc4C)cccc3C(=O)N([C@H](C)CO)C[C@H]2C)cc1
  NFkB binder: i

> CC1OC(OC2C(O)C(OCCc3ccc(O)c(O)c3)OC(CO)C2OC(=O)/C=C/c2ccc(O)c(O)c2)C(OC2OCC(O)C(O)C2O)C(O)C1O (centres undefined)
  NFkB binder: i

> COC(=O)c1ccc(NC(=O)CCC(=O)c2ccc(OC)cc2)cc1
  NFkB binder: i

> Cc1noc(C)c1S(=O)(=O)N(C)C[C@H]1OCCCC[C@@H](C)Oc2ccc(NC(=O)NC(C)C)cc2C(=O)N([C@@H](C)CO)C[C@H]1C
  NFkB binder: i

> C[C@@H]1CCCCO[C@H](CN(C)S(=O)(=O)c2cccs2)[C@@H](C)CN([C@@H](C)CO)C(=O)c2cc(NS(=O)(=O)c3cccs3)ccc2O1
  NFkB binder: i

> C[C@H]1CN([C@@H](C)CO)C(=O)c2cc(NS(=O)(=O)c3cccs3)ccc2O[C@H]1CN(C)C
  NFkB binder: i

> C[C@@H]1CN([C@H](C)CO)C(=O)CCCn2nncc2CO[C@@H]1CN(C)Cc1ccc(Oc2ccccc2)cc1
  NFkB binder: i

> C[C@H]1CN([C@@H](C)CO)C(=O)c2cccc(NS(C)(=O)=O)c2O[C@@H]1CN(C)Cc1ccccc1
  NFkB binder: i

> O=C(Nc1cc(C(F)(F)F)cc(C(F)(F)F)c1)c1cc(Cl)ccc1O
  NFkB binder: i

> C[C@@H]1CN([C@@H](C)CO)C(=O)Cc2cc(NC(=O)C3CC3)ccc2O[C@H]1CN(C)S(=O)(=O)c1cccs1
  NFkB binder: i

> C[C@@H]1CCCCO[C@H](CN(C)C(=O)Nc2cccc3ccccc23)[C@@H](C)CN([C@H](C)CO)C(=O)c2cc(NC(=O)c3ccncc3)ccc2O1
  NFkB binder: i

> CCn1c(SCC(=O)Nc2ccc(F)cc2F)nnc1-c1cccs1
  NFkB binder: i

> Cc1noc(C)c1NC(=O)Nc1ccc2c(c1)C(=O)N([C@H](C)CO)C[C@H](C)[C@@H](CN(C)C(=O)NC(C)C)OCCCC[C@@H](C)O2
  NFkB binder: i

> C[C@H]1CCCCO[C@@H](CN(C)C(=O)Nc2ccccc2)[C@@H](C)CN([C@@H](C)CO)C(=O)c2cc(NC(=O)Cc3ccccc3)ccc2O1
  NFkB binder: i

> C[C@H](CO)N1C[C@H](C)[C@@H](CN(C)C(=O)Nc2cccc3ccccc23)Oc2ccc(NC(=O)CCC(F)(F)F)cc2C1=O
  NFkB binder: i

> Cc1ccc(S(=O)(=O)Nc2ccc3c(c2)C(=O)N([C@H](C)CO)C[C@@H](C)[C@@H](CN(C)S(=O)(=O)c2ccccc2)OCCCC[C@@H](C)O3)cc1
  NFkB binder: i

> C[C@H]1CN([C@@H](C)CO)C(=O)c2cc(NC(=O)C3CC3)ccc2O[C@@H]1CN(C)C(=O)Nc1ccccc1
  NFkB binder: i

> CCCC[C@H]1OB(O)C[C@H]2C1=C(COc1ccccc1)Cn1c(=O)n(-c3ccccc3)c(=O)n12
  NFkB binder: i

> COc1ccc(NC(=O)C(C)Sc2nnc3c4c(nc(-c5ccc(OC)cc5)n23)CC(C)(C)OC4)cc1 (centres undefined)
  NFkB binder: i

> O=C(CN1C(=O)C2C3CCC(C3)C2C1=O)Nc1cccc(C(=O)O)c1 (centres undefined)
  NFkB binder: i

> C[C@H](CO)N1C[C@H](C)[C@@H](CN(C)C(=O)Nc2ccc3c(c2)OCO3)Oc2ccc(NC(=O)CCC(F)(F)F)cc2C1=O
  NFkB binder: i

> C[C@@H]1CN([C@@H](C)CO)C(=O)c2cccc(NS(C)(=O)=O)c2O[C@H]1CN(C)S(=O)(=O)c1cn(C)cn1
  NFkB binder: i

> COc1ccc(CN(C)C[C@@H]2OCCCC[C@@H](C)Oc3ccc(NC(=O)Nc4c(C)noc4C)cc3C(=O)N([C@H](C)CO)C[C@@H]2C)cc1
  NFkB binder: i

> C[C@H](CO)N1C[C@H](C)[C@H](CN(C)C(=O)C2CCCCC2)OCCCC[C@H](C)Oc2ccc(NS(=O)(=O)c3cn(C)cn3)cc2C1=O
  NFkB binder: i

> Cc1cccc(C)c1OCC(=O)Nc1ccccc1C(=O)NC1CCCCC1
  NFkB binder: i

> C[C@H](CO)N1C[C@H](C)[C@H](CN(C)S(=O)(=O)c2cn(C)cn2)Oc2ccc(NC(=O)c3ccncc3)cc2CC1=O
  NFkB binder: i

> C[C@H]1CN([C@@H](C)CO)C(=O)Cc2cc(NC(=O)Cc3ccccc3)ccc2O[C@@H]1CN(C)C(=O)Nc1ccccc1
  NFkB binder: i

> COC(=O)COc1c(Br)cc(C2C3=C(CCCC3=O)NC3=C2C(=O)CCC3)cc1OC
  NFkB binder: i

> C[C@@H]1CN([C@H](C)CO)C(=O)c2cc(NS(=O)(=O)c3cn(C)cn3)ccc2O[C@H]1CN(C)C(=O)Nc1ccc(F)cc1
  NFkB binder: i

> C[C@@H]1CN([C@@H](C)CO)C(=O)c2cccc(NS(=O)(=O)c3ccccc3)c2O[C@H]1CN(C)C(=O)Nc1ccc2c(c1)OCO2
  NFkB binder: i

> COc1ccc(CN(C)C[C@H]2Oc3ccc(NC(=O)Nc4ccc(C(F)(F)F)cc4)cc3C(=O)N([C@H](C)CO)C[C@H]2C)cc1
  NFkB binder: i

A second format for part of the listing above.
compound	NFkB binder
C[C@H](CO)N1C[C@H](C)[C@@H](CN(C)C(=O)Nc2cccc3ccccc23)Oc2ccc(NC(=O)CCC(F)(F)F)cc2C1=O	i
CCn1c(SCC(=O)Nc2ccc(F)cc2F)nnc1-c1cccs1	i
COc1ccc(CN(C)C[C@H]2Oc3ccc(NC(=O)Nc4ccc(C(F)(F)F)cc4)cc3C(=O)N([C@H](C)CO)C[C@H]2C)cc1	i

Additional records follow.
> COc1cc(/C=C/c2ccc(OC)c(OC)c2)c(CC=C(C)C)c(OC)c1
  NFkB binder: i

> O=C(CSc1nnc(-c2cccc3ccccc23)o1)Nc1cccc(F)c1
  NFkB binder: i

> COc1ccc(CN(C)C[C@H]2Oc3c(NC(=O)NC4CCCCC4)cccc3C(=O)N([C@@H](C)CO)C[C@@H]2C)cc1
  NFkB binder: i

> COc1ccc(OC)c(C2C(C(=O)c3ccco3)C(=O)C(=O)N2Cc2cccnc2)c1 (centres undefined)
  NFkB binder: i

> C[C@H]1CN([C@@H](C)CO)C(=O)c2cccc(NC(=O)Nc3ccc(C(F)(F)F)cc3)c2O[C@H]1CN(C)S(=O)(=O)c1cccs1
  NFkB binder: i

> O=C(CCCCCCC(=O)Nc1ccc(CO)cc1)NOCc1ccccc1
  NFkB binder: i

> COc1ccc(S(=O)(=O)N(C)C[C@H]2Oc3ccc(NS(=O)(=O)c4ccc(Cl)cc4)cc3C(=O)N([C@@H](C)CO)C[C@@H]2C)cc1
  NFkB binder: i

> C[C@H]1CN([C@@H](C)CO)C(=O)Cc2cc(NC(=O)NC3CCCCC3)ccc2O[C@@H]1CN(C)S(=O)(=O)c1ccc(Cl)cc1
  NFkB binder: i

> O=C(O)CCCCCCC(=O)Nc1ccc(C2OC(CSc3ccncc3)CC(c3ccccc3)O2)cc1 (centres undefined)
  NFkB binder: i

An excerpt (hit frequency here may not be typical).
